esBAF inh: SWI/SNF esBAF complex inhibition | mouse ES cells, Bmi1-luciferase knock-in reporter, 24 h; 100% = twice the neutral-well signal | reporter increase, % at 12.5 µM | 350,000 tested, 2% active | AID 602393; in the data active means activation above about 40%;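 further: 0% = median of the plate's neutral control wells and 100% = double that signal; a rise in the Bmi1 reporter signal indicates esBAF inhibition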
FN deposit inh: fibronectin deposition inhibition | AH1F fibroblasts, Alexa488-fibronectin deposition fluorescence, overnight | inhibition, % at 12.6 µM | 350,000 tested, 0.086% active | AID 743247;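 active means mean inhibition across replicates of 30% or more, regardless of how many single replicates reach that level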;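 further: positive control wells lacked labelled fibronectin entirely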
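Assay system: AH1F fibroblasts assembling fluorescent fibronectin matrix; Amount: 10000 AH1F cells per well; Buffer or medium: DMEM, 2% serum; Probe or stimulus: Alexa488-fibronectin, 24 nM final in well; Doses: single compound dose, delivered by pin transfer; Incubation: 1 h adhesion, overnight exposure; Measured by: fluorescence 485/525 nm; Read-out: fibronectin deposition inhibition.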
LGR2 antag: blocks bursicon-induced cAMP signaling via Drosophila LGR2; inhibition, % at 9.99 µM; HEK293 LGR2, CRE-luciferase, bursicon-stimulated, 4 h; 380,000 tested, 0.35% active;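 active means drop in luminescence signal, shown as inhibition above about 50% in the replicate tests, limit read from the data, passing the limit was not always enough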;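 further: agonist challenge used bursicon conditioned medium at about half maximal strength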
S100A4 MyoIIA: S100A4-myosin IIA interaction inhibition. S100A4/TAMRA-MyoIIA peptide fluorescence polarization. P26447. 360,000 tested, 0.14% active. inhibition, % at 10.7 µM. AID 652163;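 active means mean inhibition of at least 70% across replicates, with every replicate also reaching that level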
Target sequence (P26447 whole entry, looked up): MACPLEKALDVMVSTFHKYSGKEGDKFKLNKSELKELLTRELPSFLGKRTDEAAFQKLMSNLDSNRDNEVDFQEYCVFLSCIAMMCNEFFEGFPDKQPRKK
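Assay system: human S100A4 monomer with TAMRA-labelled myosin IIA peptide / Buffer or medium: Calcium-containing HEPES buffer, pH 7.2 / Reagent: TAMRA-labelled myosin IIA heavy-chain peptide probe, 5 nM / Compound: one dose per compound / Timing: polarization read 5 min after assay mix addition, stable 5–60 min / Benchmarks: neutral control DMSO, positive control TFP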
Casp6 inh: inhibitors of human caspase-6. inhibition, % at 12.5 µM. AID 686996. 350,000 tested, 0.53% active. purified caspase-6, Z-VEID-R110 cleavage fluorescence;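 active means mean inhibition across replicates at least about 35%, with every replicate also reaching that limit, limit read from the data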;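 further: 0% = median of neutral control wells and 100% = no fluorescence left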
Target sequence (P55212 24-179 limits assumed): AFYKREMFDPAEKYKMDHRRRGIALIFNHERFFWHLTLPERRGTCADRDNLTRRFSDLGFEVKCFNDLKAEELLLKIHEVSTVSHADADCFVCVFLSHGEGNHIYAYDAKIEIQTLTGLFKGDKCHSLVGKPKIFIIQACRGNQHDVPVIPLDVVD
Target sequence (P55212 194-293 limits assumed): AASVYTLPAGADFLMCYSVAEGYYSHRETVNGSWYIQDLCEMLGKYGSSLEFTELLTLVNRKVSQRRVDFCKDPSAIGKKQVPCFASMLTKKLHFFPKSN
SIRT5 inh: inhibitors of human sirtuin-5 desuccinylase | Purified SirT5, succinyl-peptide AMC, trypsin-coupled fluorescence | inhibition, % at 15 µM | 330,000 tested, 1.1% active | Q9NXA8; in the data active means inhibition above about 15%
Target sequence (Q9NXA8 whole entry, looked up): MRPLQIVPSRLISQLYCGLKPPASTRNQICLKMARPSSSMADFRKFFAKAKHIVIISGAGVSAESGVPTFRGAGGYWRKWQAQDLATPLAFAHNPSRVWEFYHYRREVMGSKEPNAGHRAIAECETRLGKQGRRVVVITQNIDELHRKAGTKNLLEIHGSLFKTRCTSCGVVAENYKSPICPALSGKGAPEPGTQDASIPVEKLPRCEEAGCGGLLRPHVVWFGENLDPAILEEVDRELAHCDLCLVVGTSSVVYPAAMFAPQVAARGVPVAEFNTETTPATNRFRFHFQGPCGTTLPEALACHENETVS
Statin myotox sup: protects C2C12 myotubes from simvastatin toxicity | rescue of ATP level, % at 7.49 µM | AID 602340 | 330,000 tested, 0.78% active | ATP luminescence, 48 h; scaled: DMSO 0, geranylgeraniol control 100;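 active means mean ATP rescue above about 67%, or every replicate alone reaching that limit, limit read from the data, passing the limit was not always enough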;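 further: myotubes were challenged with 10 µM simvastatin during compound exposure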
Active calls of the source: *; nt = no result given. An excerpt; the hit share may differ from the screen's.

SMILES	esBAF inh	FN deposit inh	LGR2 antag	S100A4 MyoIIA	Casp6 inh	SIRT5 inh	Statin myotox sup
C[C@@H]1CN([C@H](C)CO)C(=O)c2cccc(NS(=O)(=O)c3ccc(Cl)cc3)c2O[C@@H]1CN(C)S(=O)(=O)c1ccccc1	-2	nt	16	7	nt	-1	6
O=C(Nc1cc(F)ccc1F)C1CCN(S(=O)(=O)c2cccc3nonc23)CC1	-9	-10	0	-7	-3	5	-6
COCCN(C(=O)COC(=O)CNC(=O)c1ccc(C)cc1)c1c(N)n(Cc2ccccc2)c(=O)[nH]c1=O	-2	-9	-4	1	4	-1	-2
N#C[C@@H]1[C@H](c2ccccc2)[C@@H](CO)N1C(=O)Nc1cccc(F)c1	3	1	-9	-21	0	-1	-2
COc1ccc(/C=N/Nc2ccccn2)cc1OC	nt	-2	-28	-3	-2	10	nt
CCn1c(CS(=O)Cc2ccc(Cl)cc2Cl)nnc1SCc1c(Cl)cccc1Cl (stereo not given)	3	nt	nt	-4	1	-3	-16
O=C(CCNC(=O)c1ccc([N+](=O)[O-])cc1)Nc1ccc(F)c(F)c1F	-8	-8	2	-2	0	0	-8
C[C@@H]1CCCCO[C@H](CN(C)S(=O)(=O)c2cccs2)[C@@H](C)CN([C@@H](C)CO)C(=O)c2cc(NS(=O)(=O)c3ccc(F)cc3)ccc2O1	5	7	-32	-6	-2	7	nt
Cc1cn([C@H]2C[C@H](O)[C@@H](/C=C/C(=O)NCCc3ccc4c(c3)OCO4)O2)c(=O)[nH]c1=O	2	11	11	2	2	-9	7
N#CCN(N=Nc1ccccc1)c1ccccc1	19	1	-46	-13	-1	-3	-8
COc1ccc2cc(C(=O)N3CCCC(Nc4ccc(F)cc4)C3)n(C)c2c1 (stereo not given)	-8	-3	-10	-7	8	-5	6
CN(C)Cc1c(C(C)(C)O)[nH]c2cc(C(F)(F)F)ccc12	nt	-10	-19	-14	-4	nt	nt
O=c1[nH]c2ccccc2n1C1CCN(CCOc2ccccc2)CC1	0	0	2	0	1	-9	4
CCOc1c(Br)cc(CNC2CCCCCCC2)cc1OC	nt	20	5	-6	-3	-5	nt
CC(Oc1ccc(Cl)cc1)c1ccnc(N)n1 (stereo not given)	nt	0	-2	1	1	-2	nt
CC(C)(C)NC(=O)CN(C(=O)CCC(=O)Nc1nccs1)c1ccccc1F	-6	-1	17	-14	-1	-1	3
C[C@H]1CN([C@@H](C)CO)C(=O)c2cc(C#Cc3ccccc3)cnc2O[C@@H]1CN(C)C(=O)c1ccccc1	0	-2	10	-2	0	1	21
Cc1cccc(S(=O)(=O)NC(=O)C2(C)CCN2C(=O)c2ccccc2)c1 (stereo not given)	-7	1	10	-14	2	nt	4
CN(C)c1ccc(-c2csc(C(O)c3ccc(F)c(F)c3)n2)cc1 (stereo not given)	45*	2	-48	-2	3	-1	-5
C[C@@H]1CN([C@H](C)CO)C(=O)c2cccc(NS(=O)(=O)c3cn(C)cn3)c2O[C@@H]1CN(C)S(=O)(=O)c1cccs1	2	1	-6	-2	4	3	-5
COc1ccc(-c2ncnc(C(F)(F)F)c2-c2csc(C)n2)c(O)c1	nt	4	3	-2	2	0	nt
CCOc1ccccc1C1CC(=O)Nc2cc(C)c(C)cc21 (stereo not given)	-15	-6	-1	19	1	-1	-32
CC(Sc1ccc2ccccc2c1)C(=O)NC(N)=O (stereo not given)	nt	0	-15	3	-3	-2	nt
CCOc1ccc(OCCCC(=O)N(C)CC(=O)Nc2ccc(N3CCOCC3)cc2)cc1	1	1	-18	-1	2	0	-3
CC(C)Oc1ccc(N2CC(C(=O)Nc3ccc4c(c3)OCO4)CC2=O)cc1 (stereo not given)	3	-10	-5	10	-1	-1	6
Next results
SMILES	esBAF inh	FN deposit inh	LGR2 antag	S100A4 MyoIIA	Casp6 inh	SIRT5 inh	Statin myotox sup
Cc1ccc(C(=O)N/C(=C/C=C\c2ccccc2)C(=O)NCc2ccco2)cc1	nt	-1	14	-1	2	-4	nt
CCc1cccc2c1NC(=O)C21N2CCCC2C(C(=O)c2ccc3ccccc3c2)C12C(=O)Nc1ccccc12 (stereo not given)	nt	-3	-8	-1	-1	-2	nt
Cc1cc2ncn(CC3CC3(Cl)Cl)c2cc1C (stereo not given)	nt	-3	-60	-2	-4	3	nt
CCCC(=O)Nc1ccccc1NC(=O)c1ccc(OCC)c(OCC)c1	nt	-9	-11	-29	-1	nt	nt
Cc1ccc(F)c(CNC(=O)C2CCC(=O)N(Cc3ccccn3)C2)c1F (stereo not given)	1	-2	-9	-7	-3	4	-2
CC1CCC(N(C)C(=O)CN2C(=O)NC(c3ccccc3)(c3ccccc3)C2=O)CC1 (stereo not given)	3	nt	3	3	2	nt	16
COc1ccc(CNC(=O)CS(=O)(=O)Cc2nc(-c3ccc(OC)cc3)oc2C)cc1	0	4	9	0	3	-6	1
Cc1ccc(Sc2ncccc2/C=N/O)cc1	-6	-5	-62	27	-2	0	25
Cc1nnc(SCC(=O)Nc2cc(C(F)(F)F)ccc2N2CCOCC2)o1	-8	1	nt	nt	nt	nt	3
C[C@@H]1CN([C@@H](C)CO)C(=O)c2cc(NS(=O)(=O)c3cccs3)ccc2O[C@@H](C)CCCCO[C@H]1CN(C)S(=O)(=O)c1ccc(Cl)cc1	2	-11	15	-4	1	10	nt
Cc1ccccc1-c1cnc(C(O)c2ccc(C(C)(C)C)cc2)[nH]1 (stereo not given)	-1	1	2	1	4	0	5
CCOc1ccc(N(CC(=O)NCCSCc2ccc(C)cc2)S(C)(=O)=O)cc1	4	0	-9	0	0	-2	10
CC[n+]1c(-c2ccc(C)cc2)csc1Nc1c(C)n(C)n(-c2ccccc2)c1=O	-17	15	20	4	1	-6	30
CCCn1c(SCC(=O)Nc2cccc(C)n2)nnc1C(C)C	nt	nt	8	3	-2	-1	nt
O=C(C[C@@H]1C=C[C@H](NS(=O)(=O)c2ccccc2)[C@@H](CO)O1)NCc1ccccc1F	-7	nt	2	33	2	2	2
COc1ccc(NC(=O)Nc2ccc3c(c2)CC(=O)N([C@H](C)CO)C[C@@H](C)[C@@H](CN(C)C(=O)Nc2c(C)noc2C)O3)cc1	0	nt	-10	nt	nt	nt	2
COCCN(C(=O)COC(=O)CCC1CCCC1)c1c(N)n(Cc2ccccc2)c(=O)[nH]c1=O	nt	-3	-6	3	-3	-1	nt
O=C(NC1CCCCC1)C(c1ccccc1F)n1c(=O)c(-c2ccco2)nc2ccccc21 (stereo not given)	nt	-13	-1	-11	1	-2	nt
C[C@H](NC(=O)[C@H]1N[C@H]2c3ccc(C4=CCCCC4)c(=O)n3C[C@H]2[C@@H]1CO)c1ccccc1	7	nt	-14	-3	0	-8	-11
COC(=O)Cc1nnc(NC(=O)C(C)C)s1	-7	5	6	-4	-2	-4	6
O=C(NCCc1ccccc1)C(=O)NCC1OCCN1S(=O)(=O)c1cccs1 (stereo not given)	5	-2	3	-1	1	1	0
Clc1ccccc1C1=Nn2c(nnc2-c2ccco2)SC1	nt	-5	nt	-4	3	-4	nt
COCC(=O)NC[C@H]1[C@@H](c2ccccc2)[C@H](CO)N1C(C)=O	2	6	7	1	3	3	-23
COc1cccc(NC(=O)c2sc3nc4n(c(=O)c3c2C)CCC4)c1	57*	4	-39	0	0	1	-5
CC1(C)C(=O)Nc2ccccc2N1C(=O)COC(=O)CNS(=O)(=O)c1ccc(Br)cc1Cl	0	2	11	-1	1	-4	21

Complete entries from above.
Profile of O=C(NCCc1ccccc1)C(=O)NCC1OCCN1S(=O)(=O)c1cccs1 (stereo not given) = esBAF inh = 5; FN deposit inh = -2; LGR2 antag = 3; S100A4 MyoIIA = -1; Casp6 inh = 1; SIRT5 inh = 1; Statin myotox sup = 0
Profile of Cc1ccc(F)c(CNC(=O)C2CCC(=O)N(Cc3ccccn3)C2)c1F (stereo not given) = esBAF inh = 1; FN deposit inh = -2; LGR2 antag = -9; S100A4 MyoIIA = -7; Casp6 inh = -3; SIRT5 inh = 4; Statin myotox sup = -2

Carrying on:
SMILES	esBAF inh	FN deposit inh	LGR2 antag	S100A4 MyoIIA	Casp6 inh	SIRT5 inh	Statin myotox sup
O=C(NCCCn1ccnc1)c1ccc(NS(=O)(=O)c2cccc([N+](=O)[O-])c2)cc1	nt	-7	-19	6	0	-4	nt
O=C(NCCCN1CCN(CCCNC(=O)c2ccc(F)cc2)CC1)c1ccc(F)cc1	1	4	nt	nt	nt	nt	2
CN(C)c1cc[n+](CC(=O)N2CCCc3ccccc32)cc1	-5	13	9	1	-10	-3	4
CCCc1[nH][nH]c(=O)c1C(c1ccc(Cl)cc1)C(C#N)C#N (stereo not given)	-8	nt	1	-3	10	5	14
N#C[C@@H]1[C@H](c2ccccc2)[C@@H](CO)N1C(=O)c1ccccc1F	3	0	2	0	-1	0	18
C[C@H](CO)N1C[C@H](C)[C@H](CN(C)Cc2ccncc2)Oc2ncc(C#CC(C)(C)O)cc2C1=O	3	5	-7	-21	-1	-4	-3
Cn1nnc2cc(NC(=O)NCc3ccc4c(c3)OCO4)ccc21	3	nt	4	3	2	nt	0
COCC1CCN(C(=O)c2cc(COc3ccc(C)c(C)c3)on2)C1 (stereo not given)	1	-1	-21	3	1	1	-6
COC(=O)c1cc(C)sc1NC(=O)C1C2C=CC(CC2)C1C(=O)O (stereo not given)	1	-8	8	-7	-4	3	6
O=S(=O)(c1ccc(Br)cc1F)N1CC[C@H](O)C1	4	11	-9	-1	1	-1	6
CCCCCCCCN1[C@@H](CC(=O)OC)c2cc(F)ccc2S1(=O)=O	-3	12	4	0	1	nt	12
C[C@H](CO)N1C[C@H](C)[C@@H](CN(C)C(=O)Nc2cccc3ccccc23)Oc2c(NC(=O)CCCCCC(=O)Nc3ccccc3N)cccc2C1=O	nt	nt	3	11	5	-8	nt
Oc1cccc(C(Nc2nccs2)c2ccc3cccnc3c2O)c1 (stereo not given)	nt	6	36	0	1	-11	nt
CO[C@@H]1CN(C)C(=O)c2cc(NC(=O)c3cnccn3)ccc2OC[C@@H](C)N(C)C[C@@H]1C	2	-10	9	1	-1	-3	7
Cc1ccc(NC2CCCN(C(=O)CSc3ccncc3)C2)cc1C (stereo not given)	-1	-7	-3	5	-4	2	4
COC(=O)c1cccc(NC(=O)c2cnccn2)c1	-2	0	-4	-5	-1	-1	-5
Cn1c(NCc2ccccc2)nc2c1c(=O)n(Cc1ccccc1)c(=O)n2C	5	nt	29	0	0	1	-5
NC1=NN(c2ccccc2)C(=O)C1	0	6	-1	-4	-5	nt	4
C=CCn1c(SCCNC(C)=O)nc2cc(-c3ccccc3)sc2c1=O	9	4	-1	-2	-7	-7	-17
Cc1cc(S(=O)(=O)N2CCCC2)ccc1OCC(=O)NCc1ccccn1	-1	7	7	-3	-2	-1	3
COc1ccc(-n2c(SCC(=O)Nc3cc(C)on3)nc3c(c2=O)SC(C)C3)cc1 (stereo not given)	-4	4	0	7	5	-1	3
Cc1c(C)c2ccc(OCC(=O)NCCN3CCOCC3)cc2oc1=O	8	12	-4	14	-3	-9	18
CCOC1=NS(=O)(=O)c2ccccc21	nt	-5	0	1	0	-2	nt
O=C(c1cccc(NS(=O)(=O)c2cccc(F)c2)c1)N1CCN(c2ccccc2)CC1	-5	2	2	0	1	-2	11

5 compounds drawn at random from those above, as already listed:
SMILES	esBAF inh	FN deposit inh	LGR2 antag	S100A4 MyoIIA	Casp6 inh	SIRT5 inh	Statin myotox sup
COC(=O)c1cc(C)sc1NC(=O)C1C2C=CC(CC2)C1C(=O)O (stereo not given)	1	-8	8	-7	-4	3	6
Cc1ccc(NC2CCCN(C(=O)CSc3ccncc3)C2)cc1C (stereo not given)	-1	-7	-3	5	-4	2	4
COc1ccc(-n2c(SCC(=O)Nc3cc(C)on3)nc3c(c2=O)SC(C)C3)cc1 (stereo not given)	-4	4	0	7	5	-1	3
O=S(=O)(c1ccc(Br)cc1F)N1CC[C@H](O)C1	4	11	-9	-1	1	-1	6
CN(C)c1cc[n+](CC(=O)N2CCCc3ccccc32)cc1	-5	13	9	1	-10	-3	4

Bioassay records deposited in PubChem BioAssay by Broad Institute.
